HIV fusion peptide: inhibitors of HIV fusion peptide binding, primary screen, biochemical, uHTS, fluorescence dequenching (AID 1986). 290,000 compounds, 0.3% hits. one-dose inhibition, % at 20 µM; IC50 in µM for titrated hits. cell-free peptide binding, fluorescence dequenching, 30 min; higher % means a stronger effect; in the data active means inhibition mostly above about 52%, no sharp cut-off; inactive means mostly below about 76%; further: some results filed as inactive read as strong as hits
NS5 inhibitors: Dengue-2 NS5 methyltransferase inhibitors, primary screen, biochemical, confirmation dose response (AID 588689). Genome polyprotein (Dengue virus type 2 (strain 16681-PDK53)). Dengue-2 NS5 methyltransferase capping enzyme assay, biochemical; higher % means a stronger effect. one-dose inhibition, % at 25 µM; IC50 in µM for titrated hits. 340,000 compounds, 0.3% hits; in the data active means a potency from the dose series; inconclusive means inhibition above about 29% without an active follow-up result
RSV antiviral HEp-2: RSV antiviral activity via CPE protection, HEp-2 cells, primary 10 µM value included (AID 2391) | HEp-2 cells, RSV-induced CPE inhibition; higher % means a stronger effect | one-dose CPE inhibition, % at 10 µM; IC50 in µM for titrated hits | 310,000 compounds, 0.13% hits; in the data active means a potency from the dose series; inconclusive means CPE inhibition mostly from about 23% at the one dose, without a potency; inactive means the rest, 99 in 100 with CPE inhibition below about 21%; further: strong numbers were not always called active
K1F lysis inhibition: inhibition of K1F phage lysis, E. coli UTI89, bacterial capsule biogenesis inhibitors, alamar blue (AID 488966); E. coli UTI89 K1F phage lysis, alamar blue, 2 h; higher % means a stronger effect; 340,000 compounds, 0.02% hits; inhibition, % at 100 µM, or IC50 in µM where a hit was titrated;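 active means phage lysis inhibition, versus mean bacterial control, above a set limit; inconclusive means no clear call, values can overlap the other calls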;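 further: capsule biogenesis inhibitors block K1F phage lysis so surviving cells raise fluorescence; higher fluorescence means more inhibition of phage lysis; actives were called in the ten point dose series up to 300 µM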
PhoP inhibition: inhibitors of PhoP regulon expression, primary screen, Salmonella Typhimurium, GFP reporter (AID 1863). S. Typhimurium PhoP-regulated promoter GFP reporter, 4 h; higher % means a stronger effect. 300,000 compounds, 0.16% hits. inhibition, % at 50 µM, or IC50 in µM where a hit was titrated;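 active means inhibition over 29.93%, a cutoff 3 SD above the screen mean, later confirmed by dose response; inconclusive means inhibition over 29.93% but no dose response follow-up; inactive means inhibition at most 29.93% or unconfirmed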;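 further: 0% = low Mg2+ inducing control and 100% = high Mg2+ repressing control; strong numbers were not always called active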
GPR55 antagonists: GPR55 antagonists blocking LPI-driven arrestin recruitment, primary screen, imaging, U2OS, beta-arrestin-GFP, LPI agonist (AID 2013) | inhibition, % at 10 µM; hits with a dose series show IC50 in µM | 290,000 compounds, 0.13% hits | G-protein coupled receptor 55 (Homo sapiens) | U2OS GPR55 beta-arrestin-GFP translocation imaging, LPI antagonism; higher % means a stronger effect;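 active means spots per cell inhibited over 60%, with over 100 cells counted and total cytoplasm intensity under 500,000; inconclusive means wells with under 100 cells, flagged as likely toxic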;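 further: U2OS cells stably carrying GPR55 and arrestin-GFP stimulated by 5 µM LPI near EC80; imaged beta-arrestin-GFP aggregate spots per cell after agonist stimulation; plate controls were LPI-stimulated DMSO wells for no effect and DMSO wells without LPI for full effect; some results filed as inactive read as strong as hits; confirmed hits need IC50 under 10 µM and bright autofluorescent wells are also inconclusive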
GPR35 arrestin U2OS: GPR35 antagonists blocking zaprinast-driven arrestin recruitment, primary screen, imaging, U2OS, beta-arrestin-GFP, zaprinast agonist (AID 2058) | U2OS GPR35 beta-arrestin-GFP translocation imaging, zaprinast antagonism; higher % means a stronger effect | G-protein coupled receptor 35 (Homo sapiens) | one-dose inhibition, % at 10 µM; IC50 in µM for titrated hits | 290,000 compounds, 0.052% hits;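 active means inhibition of at least 50% with at least 30 cells and total cytoplasm GFP at most 10,000,000; inconclusive means under 30 cells or total GFP of 10,000,000 plus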
MgcRacGAP inhibition: MgcRacGAP GTPase-activating activity inhibitors, confirmation, biochemical, ADP Hunter fluorescence | 340,000 compounds, 0.6% hits | Rac GTPase-activating protein 1 (Homo sapiens) | inhibition, % at 30 µM; hits with a dose series show IC50 in µM | MgcRacGAP-stimulated Rac1 GTP hydrolysis, ADP Hunter fluorescence; higher % means a stronger effect; GST-tagged Rac1 F28L mutant substrate;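 active means first-screen hits whose inhibition reached a set limit at any dose in the follow-up dose series; inconclusive means inhibition above the set first-screen limit but never retested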;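 further: fluorescence reports GDP produced by GAP-driven GTP hydrolysis; strong numbers were not always called active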
Large T inhibition: SV40 large T antigen inhibitors, biochemical (AID 1903) | SV40 large T antigen ATPase/helicase inhibition assay; higher % means a stronger effect | one-dose inhibition, % at 20 µM; IC50 in µM for titrated hits | 310,000 compounds, 0.39% hits; in the data active means a potency from the dose series; inconclusive means inhibition mostly from about 32% at the one dose, without a potency; inactive means the rest, 99 in 100 with inhibition below about 32%; further: strong numbers were not always called active
NS5 inhibitors pilot replicate: second read-out of NS5 inhibitors, no call of its own (marks repeat the call); inhibition, %; measured here: pilot screen replicate inhibition
Starred values were filed as active, the others as inactive; ? = inconclusive; . = no result given; [ ] = another dose, or the depositor's remark.

The first eleven records (preview)
SMILES	HIV fusion peptide	NS5 inhibitors	RSV antiviral HEp-2	K1F lysis inhibition	PhoP inhibition	GPR55 antagonists	GPR35 arrestin U2OS	MgcRacGAP inhibition	Large T inhibition	others
COc1ccc(C(c2nnnn2C2CCCCC2)N2CCN(c3ccc(OC)cc3)CC2)cc1 (centres undefined)	-0.8%	-3%	4.7%	8.1%	6%	21%	-3%	13%	12%
COc1ccc(CCN(C)C(=O)c2cccc(S(=O)(=O)NCc3ccccc3)c2)cc1OC	2.4%	-3%	4.1%	0.0%	1%	18%	0%	6%	6%
O=C1C(Oc2ccccc2)C(c2ccc3c(c2)OCO3)N1CCc1ccc(F)cc1 (centres undefined)	-0.8%	5%	1.6%	-0.3%	6%	-4%	13%	-4%	6%
CC(=O)c1ccc(N=C2SCCCN2C(=O)C2CCCC2)cc1	1.9%	-5%	-1.6%	0.0%	2%	-1%	-2%	3%	17%
CC(C(=O)NCc1cccs1)N1C(=O)c2ccccc2C1=O (centres undefined)	3.0%	-8%	-0.1%	1.1%	1%	18%	1%	11%	0%
O=S(=O)(NCCCCCNS(=O)(=O)c1ccccc1)c1ccccc1	0.1%	-3%	0.2%	0.7%	15%	-20%	-5%	-3%	-5%
COc1ccc2[nH]c(=O)c(CN(Cc3cccnc3)S(=O)(=O)c3ccccc3F)cc2c1	0.4%	1%	1.2%	-0.4%	0%	-2%	-5%	2%	0%
Cc1cc(C)n2nc(C(=O)OCC(=O)N(C)Cc3ccccc3)nc2n1	.	1%	-1.6%	0.8%[50 µM]	-8%	.	.	3%	10%
Cc1ccc(NC(=S)NCC(C)CSc2ccc(Cl)cc2)cc1 (centres undefined)	-1.3%	0%	-1.2%	-0.2%	1%	6%	1%	6%	11%
CN(C)CCNS(=O)(=O)c1ccc(N2CCN(c3ccc(F)cc3)CC2)c([N+](=O)[O-])c1	-2.2%	1%	-1.1%	13%	-1%	-4%	11%	6%	2%
Cc1noc(N)c1C1(O)C(=O)Nc2c(Cl)cc(Cl)cc21 (centres undefined)	1.4%	-4%	-0.6%	0.7%	-5%	8%	-6%	8%	-4%

All compounds of this part, repeating the preview:
SMILES	HIV fusion peptide	NS5 inhibitors	RSV antiviral HEp-2	K1F lysis inhibition	PhoP inhibition	GPR55 antagonists	GPR35 arrestin U2OS	MgcRacGAP inhibition	Large T inhibition	others
COc1ccc(C(c2nnnn2C2CCCCC2)N2CCN(c3ccc(OC)cc3)CC2)cc1 (centres undefined)	-0.8%	-3%	4.7%	8.1%	6%	21%	-3%	13%	12%
COc1ccc(CCN(C)C(=O)c2cccc(S(=O)(=O)NCc3ccccc3)c2)cc1OC	2.4%	-3%	4.1%	0.0%	1%	18%	0%	6%	6%
O=C1C(Oc2ccccc2)C(c2ccc3c(c2)OCO3)N1CCc1ccc(F)cc1 (centres undefined)	-0.8%	5%	1.6%	-0.3%	6%	-4%	13%	-4%	6%
CC(=O)c1ccc(N=C2SCCCN2C(=O)C2CCCC2)cc1	1.9%	-5%	-1.6%	0.0%	2%	-1%	-2%	3%	17%
CC(C(=O)NCc1cccs1)N1C(=O)c2ccccc2C1=O (centres undefined)	3.0%	-8%	-0.1%	1.1%	1%	18%	1%	11%	0%
O=S(=O)(NCCCCCNS(=O)(=O)c1ccccc1)c1ccccc1	0.1%	-3%	0.2%	0.7%	15%	-20%	-5%	-3%	-5%
COc1ccc2[nH]c(=O)c(CN(Cc3cccnc3)S(=O)(=O)c3ccccc3F)cc2c1	0.4%	1%	1.2%	-0.4%	0%	-2%	-5%	2%	0%
Cc1cc(C)n2nc(C(=O)OCC(=O)N(C)Cc3ccccc3)nc2n1	.	1%	-1.6%	0.8%[50 µM]	-8%	.	.	3%	10%
Cc1ccc(NC(=S)NCC(C)CSc2ccc(Cl)cc2)cc1 (centres undefined)	-1.3%	0%	-1.2%	-0.2%	1%	6%	1%	6%	11%
CN(C)CCNS(=O)(=O)c1ccc(N2CCN(c3ccc(F)cc3)CC2)c([N+](=O)[O-])c1	-2.2%	1%	-1.1%	13%	-1%	-4%	11%	6%	2%
Cc1noc(N)c1C1(O)C(=O)Nc2c(Cl)cc(Cl)cc21 (centres undefined)	1.4%	-4%	-0.6%	0.7%	-5%	8%	-6%	8%	-4%
O=C(CCNc1ccccc1)c1cccc([N+](=O)[O-])c1	9.1%	17%	0.5%	-6.7%	21%	14%	5%	-7%	1%
Cc1cc(C)n(CC(=O)Nc2ccc([N+](=O)[O-])cc2)n1	-1.4%	-11%	0.4%	-0.2%	6%	-6%	1%	0%	-1%
COc1ccc(N2CCN(C(=O)CSc3nnc4c(C)cc5ccccc5n34)CC2)cc1	-0.7%	-5%	16%	-0.4%	15%	-4%	-13%	9%	38%
Cc1c(NC(=O)c2cccc(S(=O)(=O)N3CCOCC3)c2)c(=O)n(-c2ccccc2)n1C	-0.9%	9%	2.9%	1.4%	0%	-2%	6%	-2%	-2%
CC1=CC(C)(C)Nc2ccc(OC(=O)CN3C(=O)c4cccc5cccc(c45)C3=O)cc21	5.9%	?	4.5%	0.4%	-2%	7%	16%	17%	24%
COC(=O)C1CCN(S(=O)(=O)c2ccc(OC)cc2)CC1	2.0%	-10%	2.4%	0.4%	8%	4%	7%	11%	-3%	NS5 inhibitors pilot replicate=0.2
CCO[C@@H]1OC(C(=O)N2CCN(C)CC2)=C[C@H](C2CCCCC2)[C@H]1CCCO	0.9%	-8%	1.0%	2.3%	-5%	3%	-2%	8%	3%
COC(=O)C(Cc1ccccc1)NC(=O)CCC(=O)NC(C)CCc1ccccc1 (centres undefined)	0.7%	-2%	0.5%	-1.5%	1%	8%	-4%	-4%	6%
COc1ccc(C)cc1S(=O)(=O)NCCN1CCOCC1	-1.0%	-8%	0.8%	-0.1%	3%	4%	6%	-3%	3%
CCNC(=O)c1cc(S(=O)(=O)N2CCSCC2)ccc1OC	0.1%	-1%	1.5%	0.1%	-2%	12%	-6%	9%	3%
O=C(CNS(=O)(=O)c1ccccc1)OCC(=O)c1cccc([N+](=O)[O-])c1	2.2%	1%	2.8%	2.4%[50 µM]	-6%	6%	7%	7%	8%
COCCN(C(=S)Nc1cccc(C)c1C)C(C)c1ccco1 (centres undefined)	-0.2%	-3%	0.0%	-0.5%	-3%	4%	-12%	8%	4%
COC(=O)CNC(c1ccccc1)c1cc(C)ccc1NS(=O)(=O)c1ccc(C)cc1 (centres undefined)	-3.1%	-5%	8.2%	2.4%[50 µM]	6%	20%	1%	4%	3%
CCOC(=O)C(C)On1c(-n2nc(C)cc2C)nc2ccccc2c1=O (centres undefined)	-0.2%	-5%	-0.3%	0.4%[50 µM]	-10%	-12%	-4%	9%	3%
COc1ccc(OC)c(-c2cc(C(=O)Nc3cccc(Cl)c3)no2)c1	-0.9%	-9%	5.1%	1.1%	-7%	18%	11%	6%	8%
Nc1cc(Cl)ccc1C(=O)OCC(=O)NC1CCS(=O)(=O)C1 (centres undefined)	0.4%	2%	0.7%	0.6%	-4%	-9%	14%	-2%	-1%
O=C(c1ccccc1)c1c[nH]c2ccccc12	-0.8%	-7%	5.5%	1.7%[50 µM]	6%	5%	-1%	9%	2%
CCCC1Cc2c(sc3nc(SC)nc(N)c23)CO1 (centres undefined)	0.2%	-8%	14%	2.8%	-6%	-2%	28%	6%	8%
COc1ccccc1CC1(C)NC(=O)N(CC(=O)N2CCc3ccccc3C2)C1=O (centres undefined)	16%	-8%	6.9%	-0.1%	-3%	3%	7%	1%	0%
COc1cc(OC)cc(C(=O)N2c3ccc(F)cc3CCC2C)c1 (centres undefined)	-2.0%	6%	3.8%	0.5%	-2%	14%	-6%	-3%	13%
COc1cccc(-n2c(SCC(=O)c3c[nH]c4ccccc34)nc3ccccc3c2=O)c1	-0.9%	11%	4.9%	0.2%	-6%	11%	-10%	3%	16%
CNC(=O)N(O)C1N(C)C(=O)N(CC(=O)OC)C1(C)C (centres undefined)	-0.4%	0%	2.9%	-0.2%	-2%	4%	1%	0%	-5%
O=C(/C=N/O)Nc1cccnc1	3.2%	-2%	1.0%	0.1%	2%	11%	-21%	6%	0%
CC(=O)N1CCN(C(=O)CCc2cc(C(C)(C)C)c(O)c(C(C)(C)C)c2)CC1	-0.3%	1%	0.1%	0.2%	-5%	-6%	10%	5%	-9%
COC(=O)N/N=C\c1cccc(OC(=O)c2cccs2)c1	3.3%	.	-1.6%	.	-8%	11%	0%	.	8%
CCCSc1nc2c(cnn2-c2ccc(F)cc2)c(=O)[nH]1	2.5%	-1%	6.4%	-1.5%	3%	8%	-10%	8%	0%
CCC(NC(=O)Cc1cccs1)c1ccccc1 (centres undefined)	0.2%	-7%	-0.3%	-0.8%	4%	-8%	0%	4%	9%
Cc1ccsc1-c1n[nH]c(=S)n1C1CCCCC1	1.5%	-2%	0.6%	1.2%	-1%	9%	11%	2%	12%
Cc1ccc(CNC(=O)CCS(=O)(=O)c2ccc3c(c2)NC(=O)CS3)cc1	0.9%	0%	.	0.4%	-10%	15%	-3%	6%	9%
COc1ccccc1/C=c1\sc2nc(-c3ccccc3OC)nn2c1=O	17%	5%	0.9%	0.5%	6%	-3%	-10%	7%	11%	NS5 inhibitors pilot replicate=1.5
COc1cccc(NC(=O)Cn2cc(C=O)c3ccccc32)c1	-0.3%	4%	4.1%	-1.4%	10%	8%	-1%	2%	-3%
CN1CCN(c2nc3c(c(=O)n(C)c(=O)n3C)n2Cc2ccccc2F)CC1	-1.2%	1%	-0.9%	0.2%	5%	-5%	-11%	9%	-3%
Cc1cc(C)nc(NC(=O)c2ccc(Cl)cc2Cl)n1	-0.6%	-3%	2.5%	0.2%	-4%	13%	7%	2%	24%
